CHO-K1 Ca ag: counter-screen for M1 agonists: effect in parental CHO-K1 cells. actives 0.48% (n = 360,000). Fluo-8 calcium fluorescence; scaled to maximal ATP response, vehicle zero. activation, % at 3 µM; in the data active = activation above about 15%;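 note: untransfected CHO-K1 host cells lacking M1 receptor as counterscreen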
CHO-K1 Ca antag: M1 antagonist counterscreen hit in parental CHO-K1 cells. ATP-induced calcium, Fluo-8 fluorescence. inhibition, % at 3 µM. actives 0.6% (n = 360,000);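 active = inhibition above a per-plate cutoff, the plate's mean sample inhibition plus 3 SD, cut at about 24% in these data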;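 note: 0% = DMSO plus EC80 ATP and 100% = DMSO alone without ATP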
CHRM4 PAM: human M4 muscarinic receptor positive allosteric modulators, primary screen, CHO-K1 cells, Fluo-8 calcium fluorescence; Muscarinic acetylcholine receptor M4 (Homo sapiens), P08173; CHO-K1 hM4/Gqi5, ACh EC20; 0% = ACh EC20, 100% = maximal ACh; activation, % at 3 µM; actives 0.4% (n = 360,000);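 active = activation above its plate's cutoff, the mean activation of sample wells plus 3 SD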; note: some results filed as inactive read as strong as hits
Target sequence (P08173 whole entry, looked up): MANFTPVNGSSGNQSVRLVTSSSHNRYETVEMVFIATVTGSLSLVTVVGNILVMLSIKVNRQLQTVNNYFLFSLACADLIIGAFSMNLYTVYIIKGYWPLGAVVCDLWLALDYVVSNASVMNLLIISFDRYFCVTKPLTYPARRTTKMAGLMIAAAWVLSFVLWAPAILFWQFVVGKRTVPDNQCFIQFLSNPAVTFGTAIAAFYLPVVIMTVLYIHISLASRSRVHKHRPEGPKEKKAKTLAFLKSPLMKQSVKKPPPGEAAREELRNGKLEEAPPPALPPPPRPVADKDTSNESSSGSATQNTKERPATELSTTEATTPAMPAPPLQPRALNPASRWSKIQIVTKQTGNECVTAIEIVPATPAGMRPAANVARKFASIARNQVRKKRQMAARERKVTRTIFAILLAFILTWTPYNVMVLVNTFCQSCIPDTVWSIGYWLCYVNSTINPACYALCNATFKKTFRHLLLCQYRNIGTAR
CHRM4 agonist: human M4 muscarinic receptor agonists, primary screen, CHO-K1 cells, Fluo-8 calcium fluorescence; actives 0.14% (n = 360,000); CHO-K1 hM4/Gqi5; vehicle 0%, full acetylcholine response 100%; Muscarinic acetylcholine receptor M4 (Homo sapiens), P08173; activation, % at 3 µM;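 active = activation above the run mean over all test wells plus 3 SD, cut at about 32% in these data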;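 note: peak over basal fluorescence ratio per well then scaled between controls; 0% = DMSO wells and 100% = acetylcholine at EC100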
M5 PAM: human M5 muscarinic receptor positive allosteric modulators, primary screen, CHO-K1 cells, Fluo-8 calcium fluorescence. CHO-K1 hM5, ACh EC20 PAM; 0% = ACh EC20, 100% = ACh EC100. activation, % at 3 µM. actives 0.3% (n = 360,000). AID 624038, 2012;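 active = activation above the run cutoff, the mean activation of all test compounds plus 3 SD, cut at about 18% in these data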
Target sequence (P08912 whole entry, looked up): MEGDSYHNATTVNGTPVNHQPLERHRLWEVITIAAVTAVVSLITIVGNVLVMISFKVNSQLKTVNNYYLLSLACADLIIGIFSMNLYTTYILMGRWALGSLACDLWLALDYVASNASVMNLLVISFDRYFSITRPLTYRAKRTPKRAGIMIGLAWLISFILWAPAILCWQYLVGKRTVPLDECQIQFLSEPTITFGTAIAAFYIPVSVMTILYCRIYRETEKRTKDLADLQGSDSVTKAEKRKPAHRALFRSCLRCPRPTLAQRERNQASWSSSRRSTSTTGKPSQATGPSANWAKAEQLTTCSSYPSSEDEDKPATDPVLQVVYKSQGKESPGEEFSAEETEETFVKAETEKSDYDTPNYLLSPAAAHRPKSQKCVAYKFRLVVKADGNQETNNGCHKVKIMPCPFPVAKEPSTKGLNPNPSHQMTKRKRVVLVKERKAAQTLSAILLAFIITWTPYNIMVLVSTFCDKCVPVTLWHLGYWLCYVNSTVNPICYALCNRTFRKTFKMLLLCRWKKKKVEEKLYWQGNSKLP
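System: CHO-K1 cell line with stable human muscarinic M5 receptor expression | Also added: EC20 acetylcholine as agonist stimulus | Compound: One concentration, 3 µM final (nominal) | Timing: Fluo-8 loading 80 min at 37 °C plus 30 min room temperature | Measured by: Fluo-8 calcium dye fluorescence, kinetic read | Read-out basis: % activation, ACh-normalized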
M5 antag: human M5 muscarinic receptor antagonists, primary screen, CHO cells, Fluo-8 calcium fluorescence | Muscarinic acetylcholine receptor M5 (Homo sapiens), P08912 | AID 624040, 2012 | actives 0.59% (n = 360,000) | CHO-hM5 cells, ACh EC80 | inhibition, % at 3 µM;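 active = inhibition above a per-plate cutoff, the mean of that plate's test compounds plus 3 SD, cut at about 27% in these data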;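 note: 0% = acetylcholine EC80 with DMSO and 100% = DMSO without agonist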
M5 ag: human M5 muscarinic receptor agonists, primary screen, CHO-K1 cells, Fluo-8 calcium fluorescence; actives 0.19% (n = 360,000); CHO-K1 hM5 cells; 0% DMSO wells, 100% maximal acetylcholine response; Muscarinic acetylcholine receptor M5 (Homo sapiens), P08912; activation, % at 3 µM; AID 624037, 2012;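 active = activation above the run's mean over test compounds plus 3 SD, cut at about 23% in these data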;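 note: signal is peak over basal fluorescence ratio across the kinetic read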
CHRM4 antagonist: human M4 muscarinic receptor antagonists, primary screen, CHO cells, Fluo-8 calcium fluorescence | Muscarinic acetylcholine receptor M4 (Homo sapiens), P08173 | actives 0.73% (n = 360,000) | inhibition, % at 3 µM | CHO-hM4 cells, ACh EC80;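 active = inhibition above its plate's cutoff, the mean inhibition of sample wells plus 3 SD, cut at about 27% in these data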;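 note: 0% = acetylcholine EC80 with DMSO and 100% = DMSO without agonist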
M1 PAM parental: nonselective calcium activators in parental CHO-K1 cells, primary screen, counter-screen for M1 PAM project, cell-based, Fluo-8 calcium fluorescence, full deck, 1536-well | ATP EC20; 0% at ATP EC20, 100% at ATP max | activation, % at 3 µM | actives 0.02% (n = 360,000) | AID 602247, 2012;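 active = activation above the run cutoff, the mean activation of all test compounds plus 3 SD, cut at about 40% in these data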;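 note: peak over basal fluorescence ratio in a 140 s read after ATP addition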
Starred values were filed as active, the others as inactive.

[1] Cc1c(Cl)cccc1NC(=O)CCC(=O)N/N=C/c1ccco1
[2] Cc1ccc(-n2c(C)cc(C(=O)CSc3nncs3)c2C)cc1
[3] COc1cc(CNC[C@H]2O[C@@H](n3cc(C)c(=O)[nH]c3=O)C[C@@H]2O)ccc1OCc1cccc(Cl)c1
[4] Cc1ccc(NC2CCCN(C(=O)C3CCCC3)C2)cc1C (centres undefined)
[5] Cc1c(Br)c(-c2n[nH]c(=S)n2Cc2ccco2)nn1C
[6] O=C(NC(=O)N1CCN(c2cccc(Cl)c2)CC1)c1ccc(Cl)cc1
[7] Cc1nc2c(sc(=S)n2Cc2ccco2)c(=O)n1CC(=O)Nc1cc(F)ccc1F
[8] C=CCNC(=O)/C(C#N)=C/c1ccc(SC)cc1

assay / compound	1	2	3	4	5	6	7	8
CHO-K1 Ca ag	1.9	6.6	0.0	0.5	1.5	1.5	0.4	2.4
CHRM4 PAM	5	-3	8	-6	1	0	4	7
CHO-K1 Ca antag	-7	6	-7	-4	-1	-14	1	-12
CHRM4 antagonist	-13	-3	-11	3	-2	-5	-3	5
M1 PAM parental	21	-2	10	1	25	8	-11	13
M5 PAM	2	-11	-1	-6	9	-5	5	2
M5 ag	-5	-1	-2	-4	-2	-9	-4	-1
CHRM4 agonist	1	7	0	0	0	2	1	1
M5 antag	4	23	4	13	-6	6	-4	5

[9] COc1ccccc1NS(=O)(=O)c1ccc(S(=O)(=O)N2CCOCC2)cc1
[10] NCCCC(N)(C(=O)O)C(F)F (centres undefined)
[11] COC(=O)C1=C(C)Nc2sc(C(N)=O)c(N)c2C1c1ccncc1 (centres undefined)
[12] COc1cccc(-c2cc(C(=O)N3CCN(Cc4ccccc4)CC3)no2)c1
[13] COCCNC(=S)N(CCc1c(C)[nH]c2ccc(C)cc12)Cc1ccco1
[14] CCOC(=O)N1CCN(C(=O)C(CC(C)C)NC(=O)C2CCCCC2)CC1 (centres undefined)
[15] CC(=O)Nc1nnc(-c2ccco2)o1
[16] NC1=NC(c2ccccc2)CC(=O)N1 (centres undefined)

assay / compound	9	10	11	12	13	14	15	16
CHO-K1 Ca ag	3.6	0.0	0.2	0.6	2.0	-0.1	0.6	2.1
CHRM4 PAM	-10	-1	12	-2	-5	4	-1	6
CHO-K1 Ca antag	-16	5	-8	-8	-13	-5	-12	-13
CHRM4 antagonist	-2	6	5	8	3	-9	-1	-19
M1 PAM parental	-2	-9	17	2	8	2	20	15
M5 PAM	-7	1	-1	4	-3	2	5	11
M5 ag	0	1	-1	0	-3	-2	1	2
CHRM4 agonist	2	-1	1	-1	2	1	3	1
M5 antag	1	-1	-2	-5	8	-1	5	-7

[17] O=C1CCN(CCc2ccccc2)CCN1CCOc1ccccc1
[18] O=C(C1=NN[C@@H]2C(=O)N(c3cccc(F)c3)C(=O)[C@H]12)c1cnccn1
[19] CCC(C)(C)n1nnnc1CN(Cc1ccc(Cl)cc1)Cc1ccco1
[20] Cc1onc(-c2ccccc2)c1C(=O)N/N=C/c1cc2c(cc1Cl)OCO2
[21] CC(C)(C)NC(=O)C(=O)NNC(=O)c1ccccc1
[22] COc1ccccc1/C=C/C(=O)NC(=S)Nc1ccc(S(=O)(=O)N(C)c2ccccc2)cc1
[23] O=C(NCCN1CCOCC1)c1cc(Sc2ccc(F)cc2F)nc2ccccc12
[24] O=[N+]([O-])c1ccc(O)c(/C=N/Nc2ncnc3c2cnn3-c2ccccc2)c1

assay / compound	17	18	19	20	21	22	23	24
CHO-K1 Ca ag	0.9	0.5	-0.4	4.0	0.4	0.4	2.0	0.4
CHRM4 PAM	10	-5	-6	7	6	3	6	-1
CHO-K1 Ca antag	1	-3	-11	-7	-1	-11	-22	-6
CHRM4 antagonist	-8	-2	4	-10	-5	2	7	7
M1 PAM parental	10	-5	11	24	0	13	4	-3
M5 PAM	9	-3	-2	-9	1	-2	4	-1
M5 ag	-3	1	-2	-6	-2	-3	1	0
CHRM4 agonist	5	0	-3	0	1	2	3	-1
M5 antag	-1	2	-5	10	2	-3	-9	3

Some of the entries so far, with bars between the fields.
# | molecule | CHO-K1 Ca ag | CHRM4 PAM | CHO-K1 Ca antag | CHRM4 antagonist | M1 PAM parental | M5 PAM | M5 ag | CHRM4 agonist | M5 antag
19 | CCC(C)(C)n1nnnc1CN(Cc1ccc(Cl)cc1)Cc1ccco1 | -0.4 | -6 | -11 | 4 | 11 | -2 | -2 | -3 | -5
20 | Cc1onc(-c2ccccc2)c1C(=O)N/N=C/c1cc2c(cc1Cl)OCO2 | 4.0 | 7 | -7 | -10 | 24 | -9 | -6 | 0 | 10
21 | CC(C)(C)NC(=O)C(=O)NNC(=O)c1ccccc1 | 0.4 | 6 | -1 | -5 | 0 | 1 | -2 | 1 | 2
22 | COc1ccccc1/C=C/C(=O)NC(=S)Nc1ccc(S(=O)(=O)N(C)c2ccccc2)cc1 | 0.4 | 3 | -11 | 2 | 13 | -2 | -3 | 2 | -3
23 | O=C(NCCN1CCOCC1)c1cc(Sc2ccc(F)cc2F)nc2ccccc12 | 2.0 | 6 | -22 | 7 | 4 | 4 | 1 | 3 | -9
24 | O=[N+]([O-])c1ccc(O)c(/C=N/Nc2ncnc3c2cnn3-c2ccccc2)c1 | 0.4 | -1 | -6 | 7 | -3 | -1 | 0 | -1 | 3

Some values from the list.
no. 18 | CHRM4 PAM = -5
no. 17 | M5 PAM = 9

Later entries.
[25] O=C(Cn1nc(-c2ccc(Cl)cc2)ccc1=O)NCCCN1CCN(Cc2ccccc2)CC1
[26] COc1ccc(OC)c(NC(=O)C2CCN(c3ncccn3)CC2)c1
[27] Cc1ccc2[nH]c(O)c(N=Nc3nc4ccccc4s3)c2c1
[28] O=C(Nc1ccc(Br)cc1)c1cccc(S(=O)(=O)Nc2ccccn2)c1
[29] Cc1ncc([N+](=O)[O-])n1CCOC(=O)Nc1ccc([N+](=O)[O-])cc1
[30] N#Cc1cn(Cc2ccncc2)c(=O)[nH]c1=O
[31] Cc1ccc(S(=O)(=O)N2CCC(C(=O)N[C@@H](C)C(=O)Nc3ccc4c(c3)OCO4)CC2)cc1
[32] CCC(CCNC(=O)c1ccccc1)(CCNC(=O)c1ccccc1)[N+](=O)[O-]

assay / compound	25	26	27	28	29	30	31	32
CHO-K1 Ca ag	1.2	0.8	0.2	5.5	2.2	-0.1	-0.7	-0.2
CHRM4 PAM	-5	1	16	1	3	-1	13	9
CHO-K1 Ca antag	-8	-6	-9	-3	-14	-2	7	-15
CHRM4 antagonist	4	7	-11	-3	-8	10	1	-11
M1 PAM parental	15	13	10	19	5	13	-6	26
M5 PAM	-6	3	3	2	2	-2	14	6
M5 ag	-7	0	1	-3	3	0	-5	-1
CHRM4 agonist	3	1	0	0	2	0	-2	1
M5 antag	0	-4	-1	-8	4	4	-14	8

[33] Cc1ccc(S(=O)(=O)N2CCN(C(=O)c3c(-c4ccccc4)noc3C)CC2)c(C)c1
[34] NC(=S)NN=Cc1ccc(OC(=O)COc2cc(Cl)c(Cl)cc2Cl)cn1
[35] CC(OC(=O)Cc1ccsc1)C(=O)Nc1ccc(Cl)cn1 (centres undefined)
[36] N#CCc1c(C#N)c(N)nc(N2CCN(Cc3ccc4c(c3)OCO4)CC2)c1C#N
[37] COc1ccc(CCNS(=O)(=O)c2ccc([N+](=O)[O-])cc2)cc1OC
[38] CN(CC(=O)NCc1ccccc1F)S(=O)(=O)c1ccc(Cl)cc1
[39] Cc1ccc(OCC(=O)Nc2cc(C(C)(C)C)on2)cc1C
[40] Cc1cc(C)c(NC(=O)CN2C(=O)CC(C)S(=O)(=O)c3ccccc32)c(C)c1 (centres undefined)

assay / compound	33	34	35	36	37	38	39	40
CHO-K1 Ca ag	0.4	0.7	-0.5	1.7	0.4	0.1	1.5	2.0
CHRM4 PAM	-5	-2	-1	-6	-3	0	2	3
CHO-K1 Ca antag	-15	2	1	-4	-9	-2	-18	-10
CHRM4 antagonist	-4	-3	0	12	9	-8	-9	10
M1 PAM parental	3	14	2	4	18	2	16	12
M5 PAM	4	-2	-5	2	-5	0	-3	1
M5 ag	-1	5	-6	5	1	-4	-2	-1
CHRM4 agonist	2	0	-2	4	0	1	2	1
M5 antag	-3	13	4	-3	-4	0	14	3

[41] COc1ccc(OC)c(N(CC(=O)N2CCCC2)S(=O)(=O)c2ccc(OC)c(OC)c2)c1
[42] CC1CCN(S(=O)(=O)c2ccc3[nH]c(=O)ccc3c2)CC1
[43] COCCn1c(CN2CC(C)CC(C)C2)nc2c1c(=O)n(C)c(=O)n2C (centres undefined)
[44] Clc1cccc2c1CCN(Cc1nc(-c3cnccn3)no1)C2
[45] O=C(CN1CCN(S(=O)(=O)c2cc(Cl)ccc2Cl)CC1)Nc1ccc2c(c1)OCCO2
[46] CCn1nnc2cc(C(=O)OCC(=O)N(C)Cc3cccc(F)c3)ccc21
[47] O=C(c1ccc(F)cc1Cl)N1CCN(CCc2ccccc2)CC1
[48] COc1cccc(CN(C)C(=O)C2CCCN(C(=O)c3ccc(Cl)cc3)C2)c1 (centres undefined)

assay / compound	41	42	43	44	45	46	47	48
CHO-K1 Ca ag	1.1	0.9	0.1	1.5	1.0	1.0	2.1	2.8
CHRM4 PAM	4	-8	7	-17	-10	-2	1	4
CHO-K1 Ca antag	-7	-1	-5	-6	1	-1	-17	-6
CHRM4 antagonist	0	2	-9	7	3	5	-2	-6
M1 PAM parental	10	8	-7	13	0	-7	18	8
M5 PAM	-7	-5	-1	-1	-2	4	2	-2
M5 ag	1	3	1	-4	-3	0	-10	1
CHRM4 agonist	3	2	2	4	2	3	6	4
M5 antag	2	3	0	6	-4	1	-16	-3

[49] O=C1CC2c3ccccc3CCN2C(=O)CN1Cc1ccccc1 (centres undefined)
[50] O=C(NCC1CCCO1)c1cc(S(=O)(=O)Nc2ccc(Br)cc2)ccc1Cl (centres undefined)
[51] O=C1CC(C(=O)Nc2cccc(Cl)c2)n2ncnc2N1 (centres undefined)
[52] COc1ccc(NC(=O)CN2CCN(S(=O)(=O)c3ccc(Br)cc3)CC2)c(OC)c1
[53] Cn1cccc1Cc1nnc(SCC(=O)Nc2nccs2)n1CCc1ccccc1
[54] O=C(CN1CCCCCCC1)Nc1cc(Cl)cc(Cl)c1
[55] O=C(Oc1cncc(Cl)c1)c1ccco1
[56] O=C(N/N=C/c1ccco1)c1ccc(NC(=O)C2CC2)cc1

assay / compound	49	50	51	52	53	54	55	56
CHO-K1 Ca ag	0.6	3.0	0.2	1.6	1.3	-0.6	0.5	0.7
CHRM4 PAM	1	6	4	0	-1	4	4	-3
CHO-K1 Ca antag	3	-5	-3	-31	-4	-18	-8	-8
CHRM4 antagonist	-9	-9	-5	0	-15	-24	3	1
M1 PAM parental	14	0	8	39	17	12	5	21
M5 PAM	-3	3	6	-1	-7	7	-4	-3
M5 ag	2	0	-3	-1	1	-5	-9	-2
CHRM4 agonist	1	5	1	3	5	-2	0	1
M5 antag	6	-17	-4	4	4	-12	2	5

Screening results: PubChem, The Scripps Research Institute Molecular Screening Center
